# Screening results as filed in PubChem.
# CCR6 antag: CCR6 receptor antagonists, primary screen, cell-based, CHO-K1, luminescence, beta-arrestin, uHTS. C-C chemokine receptor type 6 (Homo sapiens), P51684. CHO-K1 CCR6 PathHunter beta-arrestin, CCL20-stimulated. inhibition, % at 20 µM. 0.49% of 340,000 active. AID 493098, 2011;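 active = compounds whose inhibition of the agonist-driven luminescence signal at 20 µM reaches about 50%, limit read from the data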;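 note: cells stimulated with CCL20 at 14 nM final; plate controls were DMSO with CCL20 for no effect and DMSO without agonist for full effect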
# 697 NFkB inh: inhibitors of PMA/ionomycin-induced NF-kB reporter, 697 cells, primary screen, B-cell NF-kB inhibitor project, cell-based, luminescence, uHTS. 697 B-cell NF-kB luciferase reporter, 16 h. inhibition, % at 4 µM. 0.33% of 330,000 active. AID 435022, 2010; in the data active = inhibition above about 35%
# UPR XBP1 act: activators of adaptive XBP1 UPR arm, primary screen, cell-based, CHO-XBP1 luciferase reporter, luminescence, uHTS; IRE1-XBP1 UPR activation; percent of tunicamycin response, DMSO as zero; 0.33% of 330,000 active; AID 463104, 2010; activation, % at 20 µM;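 active = versus positive control, 20 µM dose yields 30% or more activation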;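 note: 100% = tunicamycin at 10 µg/mL and 0% = DMSO only wells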
#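 incubation = overnight seeding at 37 °C, 6 h compound treatment at 37 °C | assay system = CHO-XBP1 cells stably carrying IRE1-XBP1-driven luciferase reporter | input = 1000 cells per well | detection = luciferase luminescence | dosing = single point, 20 µM final compound, 1% DMSO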
# UPR CHOP act: activators of apoptotic CHOP UPR arm, primary screen, cell-based, CHO-CHOP luciferase reporter, luminescence, uHTS. activation, % at 10 µM. UPR activation; percent of tunicamycin response over DMSO baseline. AID 449763, 2010. 0.34% of 330,000 active;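 active = at 10 µM dose, activation of 40% or more, normalized to positive control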;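 note: 100% = tunicamycin at 10 µg/mL and 0% = DMSO alone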
#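 Material: CHO-CHOP cells, stable luciferase reporter of PERK-eIF2a-CHOP signalling; quantity: 500 reporter cells seeded per well; buffer or medium: F12 medium containing 10% fetal bovine serum; compound: one dose, 10 µM in 0.5% DMSO; incubation: 6 h compound treatment, 37 °C; measured by: Steady-Glo luciferase luminescence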
# EBI2 antag: EBI2 receptor antagonists, beta-arrestin recruitment, primary screen, cell-based, luminescence, 7a,25-OHC stimulation, uHTS; inhibition, % at 5 µM; G-protein coupled receptor 183 (Homo sapiens), P32249; 7a,25-OHC stimulated; 0.81% of 360,000 active; in the data active = inhibition above about 38%;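 note: enzyme fragment complementation signal reports receptor beta-arrestin coupling in cells; 0% = agonist plus DMSO wells and 100% = wells without agonist; some results beyond the cut were filed as inactive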
# Jurkat NFkB inh: inhibitors of induced NF-kB luciferase reporter, primary screen, TCR NF-kB activation inhibitor project, cell-based, luminescence, uHTS; Jurkat, PMA/ionomycin-induced NF-kB luciferase reporter; inhibition, % at 4 µM; 0.53% of 330,000 active; in the data active = inhibition above about 50%
# Mdm2 MdmX PPI: inhibitors of human Mdm2-MdmX association, primary screen, cell-based, luminescence, split luciferase, SaOS-2, uHTS | SaOS-2 split-luciferase Mdm2/MdmX complementation | inhibition, % at 8 µM | 3% of 330,000 active | AID 485346, 2010;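 active = inhibition of at least 50% at 8 µM in the primary screen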
# Target sequence (O15151 whole entry, looked up): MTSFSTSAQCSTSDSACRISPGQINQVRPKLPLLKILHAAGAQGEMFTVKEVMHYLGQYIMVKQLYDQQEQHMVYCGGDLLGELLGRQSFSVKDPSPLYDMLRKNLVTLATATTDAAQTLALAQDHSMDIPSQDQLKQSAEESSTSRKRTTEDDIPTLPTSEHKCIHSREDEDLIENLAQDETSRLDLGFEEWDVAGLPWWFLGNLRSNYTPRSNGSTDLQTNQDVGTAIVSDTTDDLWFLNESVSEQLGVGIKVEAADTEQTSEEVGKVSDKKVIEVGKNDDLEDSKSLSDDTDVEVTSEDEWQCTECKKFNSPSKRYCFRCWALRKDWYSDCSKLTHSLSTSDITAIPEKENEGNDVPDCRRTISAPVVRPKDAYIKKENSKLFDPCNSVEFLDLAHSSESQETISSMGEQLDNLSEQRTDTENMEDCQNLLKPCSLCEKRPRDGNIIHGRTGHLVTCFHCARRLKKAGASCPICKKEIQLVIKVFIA
# Target sequence (Q00987 whole entry, looked up): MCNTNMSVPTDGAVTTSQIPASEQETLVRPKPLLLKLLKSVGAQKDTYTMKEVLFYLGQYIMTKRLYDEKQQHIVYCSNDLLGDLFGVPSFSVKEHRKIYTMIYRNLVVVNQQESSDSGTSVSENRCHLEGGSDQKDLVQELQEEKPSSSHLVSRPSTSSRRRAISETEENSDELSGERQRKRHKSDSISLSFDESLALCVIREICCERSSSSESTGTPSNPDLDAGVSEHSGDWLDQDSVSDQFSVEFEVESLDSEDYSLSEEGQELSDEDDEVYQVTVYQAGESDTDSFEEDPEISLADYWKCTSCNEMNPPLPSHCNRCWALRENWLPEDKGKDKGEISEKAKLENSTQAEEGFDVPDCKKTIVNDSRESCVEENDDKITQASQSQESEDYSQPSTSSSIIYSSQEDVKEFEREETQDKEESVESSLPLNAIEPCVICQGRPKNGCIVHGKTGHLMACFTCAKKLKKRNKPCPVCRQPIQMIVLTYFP
# CXCR6 block: CXCR6 receptor inhibitors, primary screen, cell-based, beta-arrestin, luminescence, CHO-K1 PathHunter, 1536-well; C-X-C chemokine receptor type 6 (Homo sapiens), O00574; inhibition, % at 20 µM; 0.36% of 360,000 active; in the data active = inhibition above about 34%, passing the limit was not always enough;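 note: antagonist mode with CXCL16 agonist at 10 nM final; 0% = 10 nM CXCL16 with DMSO and 100% = unstimulated wells without agonist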
# Gli-Sufu block: Gli-Sufu pathway antagonists, primary screen, luciferase luminescence, Sufu-KO-LIGHT cells, uHTS; Sufu-KO-LIGHT fibroblasts, Gli luciferase reporter luminescence; inhibition, % at 5 µM; 0.74% of 340,000 active; AID 588413, 2011;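 active = inhibition above about 55%, limit read from the data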;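 note: 0% = DMSO-treated cells and 100% = wells with medium but no cells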
# An asterisk follows results filed as active; x = no result given.
SMILES,CCR6 antag,697 NFkB inh,UPR XBP1 act,UPR CHOP act,EBI2 antag,Jurkat NFkB inh,Mdm2 MdmX PPI,CXCR6 block,Gli-Sufu block
O=C(NCC1CCCN1S(=O)(=O)c1cccs1)c1ccc([N+](=O)[O-])cc1 (stereo not drawn),1,1,-6,0.1,-12,13,4,2,-6
Cc1nc(SCC(=O)O)c2oc3ccccc3c2n1,4,1,-1,-2.6,-10,-14,9,0,5
C/C(CC(=O)NCc1ccccc1Cl)=N/NC(=O)c1ccccn1,2,-4,0,2.0,-5,0,-15,-1,-10
COc1ccc(-c2cc(-c3ccccc3O)[nH]n2)cc1,-3,-361,-3,4.7,7,-160,-186,11,5
COc1ccccc1NC(=O)c1nnn(CC(=O)Nc2ccccc2)c1N,7,7,0,-1.2,-3,-1,-6,-29,-3
COc1ccc(C(=O)NCCc2c[nH]c3ccccc23)cc1[N+](=O)[O-],8,10,0,2.1,18,-11,24,-6,-12
N/C(=N\OC(=O)c1cc(Cl)ccc1Cl)c1ccncc1,-26,-19,0,4.2,-15,-30,-72,-14,-41
COc1ccc(C(=O)COC(=O)CN2C(=O)C3C4CCC(C4)C3C2=O)cc1 (stereo not drawn),1,-5,0,0.5,-6,4,2,0,4
O=C(O)c1cccc(-n2nnnc2SCc2ccccc2Cl)c1,-18,10,3,2.9,2,3,-30,4,-8
O=C(CCn1cnc2ccccc2c1=O)Nc1cccc(Cl)c1Cl,-2,-4,14,0.2,1,-9,-14,6,5
Cc1ncoc1C(=O)N1CCCC(C(=O)c2ccc(-c3ccccc3)cc2)C1 (stereo not drawn),12,-21,-2,7.9,9,8,-13,-6,12
COc1ccc(S(=O)(=O)N(CCc2ccccc2)CC(=O)O)cc1C,-16,15,0,1.1,-4,16,4,0,3
CSCCC(NC(=O)c1ccccc1)C(=O)NCCCSc1ccccc1 (stereo not drawn),27,15,-4,-1.2,14,1,18,32,21
COc1ccc2cc(CN(Cc3ccco3)C(c3nnnn3C3CCCCC3)C(C)C)c(=O)[nH]c2c1 (stereo not drawn),-5,-19,1,3.6,2,3,-36,7,8
COc1ccc(OC)c(S(=O)(=O)Nc2ccc3c(c2)n(C)c(=O)n3C)c1,13,-13,-4,0.1,-5,-1,11,-3,4
O=C(N/N=C/c1cccn1-c1cccc(C(=O)O)c1)Nc1ccccc1,4,-19,0,2.8,-1,5,7,0,5
CN(C)C(CNC(=O)CCNS(=O)(=O)c1ccccc1C(F)(F)F)c1ccccc1 (stereo not drawn),3,18,-1,-1.2,4,-1,-23,3,5
CCCCCC1CCC(c2ccc(/C(N)=N/O)cc2)CC1 (stereo not drawn),-9,-7,32*,2.1,-8,21,25,-2,5
CCc1ccc(/C=N/n2c(C)cc(C)c(C#N)c2=O)cc1,-2,-28,4,2.8,-3,2,-14,-5,9
Cc1cccc(N2CC(C)Cn3c2nc2c3c(=O)[nH]c(=O)n2C)c1 (stereo not drawn),23,25,9,2.0,0,46,0,17,5
CC(=O)c1ccccc1NC(=O)c1ccc(N2CCCC2=O)cc1,7,-35,0,6.3,7,-38,-17,14,-16
CC(=O)Nc1cc[n+](CC(=O)c2ccc(Cl)cc2)cc1,1,12,-2,2.7,-3,14,27,-7,5
C=C(C)c1cccc(C(C)(C)NC(=O)Nc2ccc(C(N)=O)cc2)c1,-12,-20,-2,-2.6,13,11,18,4,4
C=CCNc1ncnc2c1cnn2-c1cccc(C)c1,-3,-143,6,3.5,14,-126,-174,-4,-85

# 15 of the compounds above, with values under each structure.
# Under each structure: CCR6 antag, 697 NFkB inh, UPR XBP1 act, UPR CHOP act, EBI2 antag, Jurkat NFkB inh, Mdm2 MdmX PPI, CXCR6 block, Gli-Sufu block
O=C(CCn1cnc2ccccc2c1=O)Nc1cccc(Cl)c1Cl
 : -2, -4, 14, 0.2, 1, -9, -14, 6, 5
Cc1ncoc1C(=O)N1CCCC(C(=O)c2ccc(-c3ccccc3)cc2)C1 (stereo not drawn)
 : 12, -21, -2, 7.9, 9, 8, -13, -6, 12
COc1ccc(S(=O)(=O)N(CCc2ccccc2)CC(=O)O)cc1C
 : -16, 15, 0, 1.1, -4, 16, 4, 0, 3
CSCCC(NC(=O)c1ccccc1)C(=O)NCCCSc1ccccc1 (stereo not drawn)
 : 27, 15, -4, -1.2, 14, 1, 18, 32, 21
COc1ccc2cc(CN(Cc3ccco3)C(c3nnnn3C3CCCCC3)C(C)C)c(=O)[nH]c2c1 (stereo not drawn)
 : -5, -19, 1, 3.6, 2, 3, -36, 7, 8
COc1ccc(OC)c(S(=O)(=O)Nc2ccc3c(c2)n(C)c(=O)n3C)c1
 : 13, -13, -4, 0.1, -5, -1, 11, -3, 4
O=C(N/N=C/c1cccn1-c1cccc(C(=O)O)c1)Nc1ccccc1
 : 4, -19, 0, 2.8, -1, 5, 7, 0, 5
CN(C)C(CNC(=O)CCNS(=O)(=O)c1ccccc1C(F)(F)F)c1ccccc1 (stereo not drawn)
 : 3, 18, -1, -1.2, 4, -1, -23, 3, 5
CCCCCC1CCC(c2ccc(/C(N)=N/O)cc2)CC1 (stereo not drawn)
 : -9, -7, 32*, 2.1, -8, 21, 25, -2, 5
CCc1ccc(/C=N/n2c(C)cc(C)c(C#N)c2=O)cc1
 : -2, -28, 4, 2.8, -3, 2, -14, -5, 9
Cc1cccc(N2CC(C)Cn3c2nc2c3c(=O)[nH]c(=O)n2C)c1 (stereo not drawn)
 : 23, 25, 9, 2.0, 0, 46, 0, 17, 5
CC(=O)c1ccccc1NC(=O)c1ccc(N2CCCC2=O)cc1
 : 7, -35, 0, 6.3, 7, -38, -17, 14, -16
CC(=O)Nc1cc[n+](CC(=O)c2ccc(Cl)cc2)cc1
 : 1, 12, -2, 2.7, -3, 14, 27, -7, 5
C=C(C)c1cccc(C(C)(C)NC(=O)Nc2ccc(C(N)=O)cc2)c1
 : -12, -20, -2, -2.6, 13, 11, 18, 4, 4
C=CCNc1ncnc2c1cnn2-c1cccc(C)c1
 : -3, -143, 6, 3.5, 14, -126, -174, -4, -85

# The results go on.
SMILES,CCR6 antag,697 NFkB inh,UPR XBP1 act,UPR CHOP act,EBI2 antag,Jurkat NFkB inh,Mdm2 MdmX PPI,CXCR6 block,Gli-Sufu block
C[C@H](CO)N1C[C@H](C)[C@@H](CN(C)C(=O)Nc2ccccc2)Oc2ccc(NC(=O)C3CC3)cc2C1=O,-1,-3,-2,-1.1,0,0,-2,-8,-7
CCc1ccccc1NC(=O)CN(C)C(=O)CSc1nn(-c2ccc(F)cc2)c(=S)s1,-3,16,-3,-1.2,0,8,16,4,6
O=[N+]([O-])c1ccc(S(=O)(=O)N2CCSC2c2ccco2)cc1 (stereo not drawn),-5,8,0,-1.2,-11,-12,2,-8,-12
CCCOc1ccc(CSc2nnc(CCC)n2N)cc1,-11,9,0,-0.1,4,16,12,1,2
Cn1nc(CC(=O)Nc2cccc3ncccc23)c2ccccc2c1=O,15,-28,1,1.2,-9,25,-9,0,35
Cc1ccc(NC(=O)c2cc(C)n(-c3cccc(C)c3)c2C)cc1,12,-124,2,5.6,26,-82,-18,-5,77*
C=CCNC(=S)NNC(=O)c1ccco1,-7,1,-2,-0.2,-3,-4,-16,8,-2
Oc1ccccc1-c1nc(NCc2cccnc2)c2ccccc2n1,18,-6,-1,1.3,10,6,70*,0,8
Cc1ccc(NC(=O)c2ccc(NC(=O)C3CCCCC3C(=O)O)cc2)cc1 (stereo not drawn),-3,9,-3,1.7,5,7,21,-5,1
CCOC(=O)C1CCCCN1Cc1ccc(F)c(Br)c1 (stereo not drawn),-12,-41,0,-0.3,9,-8,10,9,6
CCc1c(C)sc2nc(C(C)C)nc(SCC(=O)N3CCc4ccccc4C3)c12,1,-11,1,8.1,x,-3,95*,x,83*
CC(C)=C1SC(N2CCN(c3cccc(C)c3)CC2)=NC1=O,8,-12,-7,-0.9,-20,2,17,-2,-1
Cc1ccc(O)c(NC(=O)c2noc(C(C)C)c2[N+](=O)[O-])c1,3,-30,2,4.3,-3,10,13,1,-7
Cc1ccc(NC(=O)CN2CCc3ccccc3C2)cc1,8,10,0,3.2,-4,4,14,3,-4
C=CCN1C2CCCC1CC(NC(=O)Nc1cccc(C(C)=O)c1)C2 (stereo not drawn),8,-10,-1,0.9,-5,-11,18,-3,4
CN1C(=O)CC(N2CCN(CCN=CC3=C(O)CC(C)(C)CC3=O)CC2)C1=O (stereo not drawn),4,15,1,-0.8,-4,-10,-10,-3,4
N#Cc1ccc(CSc2nc(N)cc(=O)[nH]2)cc1,2,-4,0,0.9,3,1,-12,-5,-9
O=C(CN1C(=O)CSc2ccc(S(=O)(=O)N3CCOCC3)cc21)NCCCN1CCc2ccccc2C1,6,11,-2,0.7,4,2,14,5,10
O=C(O)CSc1nnc(SCc2cccc3ccccc23)s1,0,14,1,-1.1,-8,-5,-20,6,-3
O=C(Nc1ccc(S(=O)(=O)NCc2ccco2)cc1)c1ccncc1,-7,-18,-3,0.4,6,12,7,-4,4
COc1ccc(NC(=O)CSc2nnc(-c3cccs3)n2N)c(OC)c1,4,11,4,2.7,-5,8,-19,-2,-5
O=C(CCC(=O)N1CCOc2ccccc21)NCCCN1CCN(Cc2ccccc2)CC1,10,9,0,-0.8,-5,-3,19,-8,2
COC(=O)c1cc(Br)c(=O)n(-c2ccccn2)c1,8,12,0,-1.1,-2,3,8,2,-21
CN1CCN(S(=O)(=O)c2cccc(C(=O)Oc3cccc(Br)c3)c2)CC1,-1,2,7,1.4,-7,14,2,6,2
O=C(NCc1ccc2c(c1)OCO2)C(=O)NCC1CCCO1 (stereo not drawn),-3,-2,0,1.6,-12,-12,0,-10,-4
COc1ccc(OCC(=O)Nc2cccc(-c3nc4ccccc4o3)c2)cc1,-2,-10,0,2.1,2,-29,-72,-6,-106
CC(C)(C)NC(=O)C(=O)NN=C1CCCCCCC1,-4,2,6,-0.1,-9,-2,17,3,-10
COc1ccc(C/C(N)=N/OC(C)=O)cc1OC,-8,-2,7,1.3,-20,-8,14,-14,-1
COc1ccc(Nc2c3c(nc4c(-c5ccccc5)c(C)nn24)CCC3)cc1,4,11,-1,1.1,-12,1,52*,2,0
O=C(OCCN1CCCC1=O)c1cncc(Br)c1,-12,16,-2,-0.1,2,-1,18,1,1
CCCC(=O)N1CCN(c2ccc(NC(=O)c3sc4ccccc4c3Cl)cc2)CC1,11,-1,1,-2.0,1,8,44,-1,-1
COC(=O)c1ccc2ccn(CC(=O)NC3CCCCC3)c2c1,7,-28,-4,-1.8,2,-2,-16,-5,5
COc1ccc(-c2noc(CSc3nc(N)c(-c4ccccc4)c(=O)[nH]3)n2)cc1,6,-29,4,1.5,-15,-1,8,1,-11
CCN1CCN(C(=O)c2cc3c(-c4ccc(Cl)cc4)nn(C)c3s2)CC1,5,16,-2,1.3,24,-10,31,7,3
